# Source: PubChem BioAssay (National Center for Advancing Translational Sciences (NCATS))
# PI4K2A inh – qHTS for small molecular inhibitors of PI4K2A; purified PI4K2A, ADP-Glo luminescence, 1 h; active compounds read low; activity change, negative = inhibition, % at 76.9 µM; actives 0.13% (n = 420,000); AID 1346378, 2018; in the data active = activity change below about -50%; inconclusive = mostly about -30% to -49%;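 note: -100% = wells without enzyme as full effect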
#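 Compounds are screened against recombinant PI4K2A using PI as substrate and ATP, the latter dispensed at 300 microM. Reactions run one hour at ambient temperature before ADP-Glo detection; full inhibition defined by wells lacking enzyme.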
# GRP78 ERSR act – qHTS for Inducers of the Endoplasmic Reticulum Stress Response (ERSR) in Human Glioma: qHTS | Potency, µM, for inactives: top-dose activation, actives largely listed as activators | actives 0.02% (n = 420,000) | U87-MG GRP78 promoter luciferase reporter, 16 h; note: potency is the fitted concentration of half-maximal effect; series mostly up to about 76 µM; % of control where 0% means no effect; nearly all actives have a fitted effect of over 35% in size
#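 Stably transfected U87-MG human glioma cells carrying a GRP78-based luminescent sensor were seeded at 1000 cells/well, pin-dosed with compounds and incubated 16 h. Luciferase reagent was then added, and end-point luminescence was read after 10 min at room temperature.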
# Vif-A3F inh – qHTS for Inhibitors of Vif-A3F Interactions: qHTS | HeLa A3F-eYFP + Vif (tagged APOBEC3F with the HIV-1 protein that degrades it), YFP fluorescence increase | AID 602313, 2012 | actives 0.2% (n = 390,000) | Potency, µM (series often up to 46.1 µM), inactives show at the top dose activity, negative = active; note: potency is the fitted concentration of half-maximal effect; % of control where 0% means no effect; nearly all actives have a fitted effect of over 65% in size
#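 HeLa cells stably expressing A3F-eYFP plus Vif, plated and incubated overnight at 37 deg C, then exposed to compounds overnight at 37 deg C. Blocked degradation read as raised yellow fluorescence (Ex 488/Em 500-530).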
# Vif-APOBEC3G blk – qHTS for Inhibitors of Vif-A3G Interactions: qHTS | DNA dC->dU-editing enzyme APOBEC-3G (Homo sapiens), Q9HC16 | HeLa A3G-eYFP + Vif (tagged APOBEC3G with the HIV-1 protein that degrades it), YFP fluorescence, overnight | Potency, µM (doses to about 46.1 µM), without a hit: at the top dose activity, negative = active, actives largely listed as inhibitors | actives 0.076% (n = 410,000);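 note: potency is the fitted concentration of half-maximal effect; % is set by controls: 0 for no effect and ±100 for the full control effect; nearly all actives have a fitted effect of over 60% in size; hits raise eYFP signal because A3G escapes Vif-driven loss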
# Target sequence (Q9HC16 whole entry, looked up): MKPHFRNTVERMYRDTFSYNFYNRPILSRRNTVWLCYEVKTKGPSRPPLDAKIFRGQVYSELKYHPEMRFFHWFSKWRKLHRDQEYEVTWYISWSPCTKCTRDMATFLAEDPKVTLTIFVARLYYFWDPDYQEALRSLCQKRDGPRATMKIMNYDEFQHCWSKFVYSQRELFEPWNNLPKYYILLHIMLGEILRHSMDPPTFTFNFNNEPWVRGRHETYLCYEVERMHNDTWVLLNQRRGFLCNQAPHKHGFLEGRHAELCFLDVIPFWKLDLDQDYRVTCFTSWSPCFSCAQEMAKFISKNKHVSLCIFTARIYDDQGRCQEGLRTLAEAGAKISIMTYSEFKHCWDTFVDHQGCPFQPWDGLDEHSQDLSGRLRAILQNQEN
#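 HeLa cells stably expressing Vif and C-terminally eYFP-tagged A3G, seeded overnight at 37 deg C, then exposed to compound by pintool overnight at 37 deg C. Rise in yellow fluorescence (Ex 488/Em 500-530, Acumen) marks blocked Vif-driven A3G degradation.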
# TrxR1 substrate – qHTS Assay for Substrates of Mammalian Selenoprotein Thioredoxin Reductase 1 (TrxR1): qHTS; Potency, µM (series often up to 114 µM), inactives show top-dose activity change, negative = substrate turnover; purified TrxR1 substrate turnover, NADPH consumption readout; actives 0.01% (n = 390,000); AID 588456, 2011; note: potency is the fitted concentration of half-maximal effect; % is set by controls: 0 for no effect and ±100 for the full control effect; nearly all actives have a fitted effect of over 50% in size
# Target sequence (O89049 whole entry, looked up): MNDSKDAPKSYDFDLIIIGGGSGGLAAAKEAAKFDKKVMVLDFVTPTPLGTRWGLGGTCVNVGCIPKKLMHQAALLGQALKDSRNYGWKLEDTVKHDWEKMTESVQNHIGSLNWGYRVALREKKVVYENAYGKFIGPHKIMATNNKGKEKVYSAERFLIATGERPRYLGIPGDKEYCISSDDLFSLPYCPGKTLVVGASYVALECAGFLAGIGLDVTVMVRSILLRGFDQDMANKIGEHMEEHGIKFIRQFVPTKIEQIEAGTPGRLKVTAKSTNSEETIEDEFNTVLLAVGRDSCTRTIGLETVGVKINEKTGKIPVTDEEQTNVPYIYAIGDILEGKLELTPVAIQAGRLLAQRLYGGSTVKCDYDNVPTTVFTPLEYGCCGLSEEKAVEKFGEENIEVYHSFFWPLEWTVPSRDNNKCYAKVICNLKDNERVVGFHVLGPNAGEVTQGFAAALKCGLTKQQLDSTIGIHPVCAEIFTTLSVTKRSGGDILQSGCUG
#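 Rat TrxR1, dispensed at 90 nM, was prereduced with 400 uM NADPH (final) for 5 min at ~22 deg C, then incubated with compound 15 min before 400 uM selenite. A first-read NADPH fluorescence drop versus no-compound background flagged substrates.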
# mIDH1 inhibitor – qHTS for Inhibitors of mutant isocitrate dehydrogenase 1 (IDH1): qHTS | IDH1-R132H enzyme, NADPH consumption, diaphorase/resazurin fluorescence | Potency, µM (titrated, usually from 76.6 µM), for inactives: at the highest dose activity change, negative = inhibition, hits mostly inhibitors | actives 0.093% (n = 390,000) | AID 602179, 2012; note: potency is the fitted concentration of half-maximal effect; % is set by controls: 0 for no effect and ±100 for the full control effect; nearly all actives have a fitted effect of over 65% in size
#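 IDH1-R132H (0.5 ug/mL dispensed) in pH 7.5 Tris buffer was preincubated 30 min with compound, then given a substrate mix of 0.016 mM NADPH and 2 mM alpha-KG for 80 min at room temperature; remaining NADPH was read by diaphorase/resazurin fluorescence.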
# RXFP1 agonist – qHTS Assay for Agonists of the Relaxin Receptor RXFP1; Relaxin receptor 1 (Homo sapiens), Q9HBX9; HEK293T-RXFP1 cAMP TR-FRET, 30 min; response scale: percent of porcine relaxin response, buffer zero; Potency, µM (series often up to 57.5 µM), inactives show top-dose activation, usual class: activators; actives 0.3% (n = 370,000); AID 2676, 2010; note: potency is the fitted concentration of half-maximal effect; % is set by controls: 0 for no effect and ±100 for the full control effect; nearly all actives have a fitted effect of over 60% in size; many of its hits are not listed in these tables
#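 HEK293 cells stably expressing RXFP1, treated 30 min at 37C with compounds plus PDE4 inhibitor Ro 20174; cAMP measured by HTRF TR-FRET. Normalized to buffer and 29 nM porcine relaxin; EC50 by Hill fit.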
# LDHA block – qHTS assay for inhibitors of human lactate dehydrogenase | purified LDHA, NADH/diaphorase-resazurin fluorescence; active compounds read low | activity change, % (values are at about 110 or 230 µM) | actives 0.15% (n = 480,000) | AID 1347041, 2019; in the data active = activity change below about -30%; inconclusive = mostly about -25% to -30%;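 note: plate controls were DMSO wells for no effect and wells without enzyme for full effect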
#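 Resorufin fluorescence (ex540/em590), read at 0 and 20 min after diaphorase/resazurin addition, reports the NADH left after a 5 min room-temperature reaction of 2 nM human LDH5 with 0.06 mM NADH and 0.2 mM pyruvate.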
# USP1 inh – Inhibitors of USP1/UAF1: Primary Screen. Ubiquitin carboxyl-terminal hydrolase 1 (Homo sapiens), O94782. recombinant USP1/UAF1, Ub-Rhodamine cleavage fluorescence. Potency, µM (titrated, usually from 57.1 µM), for inactives: at the top dose activity change, negative = inhibition, actives largely listed as inhibitors. actives 0.23% (n = 390,000). AID 743255, 2014; note: potency is the fitted concentration of half-maximal effect; % is set by controls: 0 for no effect and ±100 for the full control effect; nearly all actives have a fitted effect of over 60% in size; inactives centre near -12
#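 Step one: compound is pinned into 1nM USP1/UAF1 in HEPES pH 7.8 buffer with TCEP. Step two: 15 min room-temperature incubation. Step three: Ub-Rho (150nM final) starts cleavage, tracked by fluorescence over six one-minute reads.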
# * marks the source's active call; other numbers are inactive results; ? = inconclusive; · = not tested or not shown; & = joins results of further samples; [ ] = remark or other dose. Unless noted, calls come from the whole dose curve; as a rule, active = well fitted curve in the direction sought with a large enough effect; inconclusive = small, poorly fitted or top-dose-only effect, or another doubt; inactive = no such curve, though single readings can be large; an effect the other way counts as inactive or inconclusive. Not all compounds are listed, so the mix of outcomes need not match the whole.
Molecule	PI4K2A inh	GRP78 ERSR act	Vif-A3F inh	Vif-APOBEC3G blk	TrxR1 substrate	mIDH1 inhibitor	RXFP1 agonist	LDHA block	USP1 inh
CCc1nc2ccc(C(=O)N3CCN(C(=O)c4ccco4)CC3)cn2c1N(C)Cc1nccs1	3	-3%	·	1%	·	·	·	2	·
CSc1ccccc1OCc1cc(C(=O)N[C@H]2CCCCNC2=O)no1	-1	1%	5%	-1%	-12%	-1%	2.0%	-1	-24%
COc1ccc(C(=O)NC(=S)Nc2ccc(CN3CCOCC3)cc2)cc1Br	-4	0%	9%	1%	2%	-3%	-0.8%	1	-9%
CCOC(=O)C1=C(C)OC(N)=C(C#N)C1c1cc2cc(C)ccc2nc1N1CCCCC1 (configuration not stated)	4	5%	-14%	-15%	11%[57.1 µM]	-3%	8.8%	9	-26%
CCn1c(SCC(=O)N2CCCCCC2)nc2ccccc2c1=O	1	0%	7%	1%	-4%	1%	3.6%	-4	-15%
CCCCCCn1c(SCC(=O)c2ccccc2)nc2c1c(=O)[nH]c(=O)n2C	-6	-3%	-7%	0%	3%[57.1 µM]	-4%	-0.8%	-12	-10%
CCOC(=O)CCNC(C)C1COc2ccccc2O1 (configuration not stated)	6	-5%	2%	0%	4%[57.1 µM]	-2%	4.0%	?	1%
O=C(CN1CCOCC1)Nc1cccc(C(=O)Nc2cccc(C(F)(F)F)c2)c1	1	-5%	·	0%	-11%	7%	-0.3%	6&-1	-15%
Fc1ccc(-c2cnn3c(-c4cccs4)ccnc23)cc1	-5	0%	?	?	-25%[57.1 µM]	8%	-3.3%	-6	-2%
COc1ccc(-c2sc3cc4c(cc3c2-c2ccc3c(c2)OCCO3)OCO4)cc1	2	-1%	-1%	3%	6%	-4%	·	-3	?
COc1ccccc1Nc1nc2ccccc2n2cnnc12	3	2%	2%	1%	7%	-8%	15%	-3	-20%
CCc1ccc([C@H]2[C@@H]3C(=O)C[C@@H]4C(=O)N(c5ccccc5)C(=O)[C@@H]4[C@@H]3CN2S(=O)(=O)c2ccc(C)cc2)cc1	-3	-3%	·	1%	·	·	·	-3	·

# Continuation.
Molecule	PI4K2A inh	GRP78 ERSR act	Vif-A3F inh	Vif-APOBEC3G blk	TrxR1 substrate	mIDH1 inhibitor	RXFP1 agonist	LDHA block	USP1 inh
Cc1cc(C)cc(NC(=S)NCCCO)c1	1	1%	0%	-3%	2%	4%	-0.6%	-10	-4%
O=C(CSc1nc2ccccc2c(=O)[nH]1)Nc1ccccc1N1CCOCC1	-2	-3%	2%	-11%	9%[57.1 µM]	10%	1.0%	-5	-7%
CCc1ccc(NC(=O)C(=O)N/N=C(\C)CC(=O)NCCOC)cc1	-2	-2%	8%	5%	0%	8%	1.4%	-5	-18%
COc1ccc(-c2[nH]c(-c3ccc(Cl)cc3)nc2SCC(=O)NCC2CCCO2)cc1 (configuration not stated)	-12	1%	0%	2%	30%[activator]	3%	2.4%	-9	?
Cc1ccc(CNC(=O)c2ccc(S(=O)(=O)N3CCCC3)cc2)cc1	-1	-5%	1%	1%	·	4%	·	-1&0	-18%
O=C1N[C@@H](Cc2ccccc2)COC(=O)[C@@H](Cc2ccc(F)cc2)CC/C=C/C[C@@H]1CC(=O)N(CCO)Cc1ccccc1	-2	-2%	2%	-2%	9%[57.1 µM]	6%	·	-3	-23%
CC1Cc2cc(S(=O)(=O)N3CCC(C(=O)N4CCN(c5ccccc5F)CC4)CC3)ccc2N1C(=O)C1CC1 (configuration not stated)	-1	-7%	4%	5%	4%	2%	1.2%	-3	-20%
COCCN1CCN(C(=O)C2CCC(=O)N(CCc3ccccc3)C2)CC1 (configuration not stated)	4	-5%	2%	0%	-8%	5%	0.1%	-9	1%
O=[N+]([O-])c1cccc(/C=N/N=C\c2ccccc2)c1	2	10%	1%	-3%	-4%	-3%	2.4%	-15	-9%
CCCCC(=O)N1C/C=C\C(c2ccc(OC)cc2)N(Cc2ccc(F)cc2)C(=O)[C@H]1Cc1ccccc1 (some centres not stated)	-1	-2%	2%	-8%	0%	-2%	6.3%	-4	-5%
Cc1ccc(-c2ccc3c(c2)O[C@H](CN(C)C(=O)CC2CC2)[C@H](C)CN([C@@H](C)CO)S3(=O)=O)cc1	-7	-3%	-17%	3%	·	-2%	·	-1	5%
CCOC(=O)C1=C(c2ccccc2)NC(=O)NC1c1ccc(O)c(OCC)c1 (configuration not stated)	4	-2%	9%	-8%	1%	-2%	1.6%	-1	-1%

# Continued; it opens with the 3 that closed the last part.
Molecule	PI4K2A inh	GRP78 ERSR act	Vif-A3F inh	Vif-APOBEC3G blk	TrxR1 substrate	mIDH1 inhibitor	RXFP1 agonist	LDHA block	USP1 inh
CCCCC(=O)N1C/C=C\C(c2ccc(OC)cc2)N(Cc2ccc(F)cc2)C(=O)[C@H]1Cc1ccccc1 (some centres not stated)	-1	-2%	2%	-8%	0%	-2%	6.3%	-4	-5%
Cc1ccc(-c2ccc3c(c2)O[C@H](CN(C)C(=O)CC2CC2)[C@H](C)CN([C@@H](C)CO)S3(=O)=O)cc1	-7	-3%	-17%	3%	·	-2%	·	-1	5%
CCOC(=O)C1=C(c2ccccc2)NC(=O)NC1c1ccc(O)c(OCC)c1 (configuration not stated)	4	-2%	9%	-8%	1%	-2%	1.6%	-1	-1%
Cc1cccc(NC(=O)CSc2nnc(-c3n[nH]c4ccccc34)o2)c1	-1	0%	-5%	3%	-4%	11%	3.6%	-5	-15%
O=C(COC(=O)c1ccc(Cl)cc1)NC1CCCCCC1	0	-3%	1%	-1%	3%	-3%	1.0%	-7	-16%
CCCc1[nH]nc2c1C(c1ccc(O)c(OC)c1)C(C#N)=C(N)O2 (configuration not stated)	5	2%	4%	-15%	0%[57.1 µM]	-1%	0.1%	6	-9%
COc1ccc(C2CC(c3c(Cl)cccc3Cl)n3nc(N)nc3N2)cc1 (configuration not stated)	2	-2%	-13%	2%	-1%	16%	2.0%	-15	-8%
Cc1cccc(N(CC(=O)Nc2cccnc2)S(C)(=O)=O)c1	-4	-3%	-2%	-1%	7%	9%	0.0%	1	-16%
COc1ccc2c(c1OC)C(=O)OC2Nc1nc(-c2ccccc2)cs1 (configuration not stated)	-10	-17%	-6%	?	-7%	1%	-1.5%	0&-6	-15%
O=S(=O)(c1cccc(NC(=S)NCc2ccco2)c1)N1CCOCC1	1	3%	-10%	-1%	-8%	-6%	0.0%	-5	-2%
Nc1nc2n(n1)C(c1ccc(Cl)cc1)CC(c1ccc(F)cc1)N2 (configuration not stated)	-3	2%	1%	0%	-2%	-5%	-0.3%	-2	-10%
Cc1cc(OCC(=O)N2CCC(C(=O)O)CC2)c2c(C)cc(=O)oc2c1	-4	0%	7%	-1%	242%[activator]	2%	7.6%	-6	13%
CCC(C)NC(=O)CSC1=Nc2ccccc2C2=NC(CCC(=O)NCc3ccco3)C(=O)N12 (configuration not stated)	2	-5%	-1%	0%	16%	4%	4.1%	1	-10%
CCOc1ccc(NC(=O)CSc2nc(=O)n(Cc3cccnc3)c3c2CCC3)cc1	2	-4%	-4%	8%	-9%	0%	2.5%	-5	-14%
COc1ccccc1N1CCN(C(=O)C(NS(=O)(=O)c2cccs2)c2ccccc2)CC1 (configuration not stated)	1	-1%	-8%	2%	3%	1%	-2.0%	5	-16%

# (continued)
Molecule	PI4K2A inh	GRP78 ERSR act	Vif-A3F inh	Vif-APOBEC3G blk	TrxR1 substrate	mIDH1 inhibitor	RXFP1 agonist	LDHA block	USP1 inh
COc1ccccc1-c1cc(C(=O)Nc2cc(C)nn2-c2ccccc2)no1	1	-7%	0%	-21%	19%	7%	-0.7%	1	-19%
COC(=O)C1CN(C(=O)COc2cccc(C)c2C)c2ccccc2O1 (configuration not stated)	-1	4%	-8%	-2%	-3%	-2%	-1.8%	-1	-13%
COC(=O)CNc1c(-c2ccccc2)nc2ccc(Br)cn12	-6	-2%&3%	·	-1%&0%	-8%&3%	20%	0.1%	3&1	-6%
CC(OC(=O)CN1C(=O)c2ccccc2C1=O)C(=O)c1ccccc1 (configuration not stated)	0	-1%	-5%	1%	3%	-3%	-1.5%	-11	-19%
O=C1CS/C(=N/N=C/c2ccccc2)N1Cc1ccco1	-6	4%	11%	0%	5%[57.1 µM]	8%	0.1%	-2	4%
Cc1cccc(C)c1Nc1c(-c2ccccn2)nc2ccccn12	2	-5%	-26%	-8%	-14%	1%	-1.1%	2	-22%
Cc1cccc(-c2nsc(SCC(=O)Nc3nccs3)n2)c1	3	0%	-7%	0%	-14%	3%	4.1%	0	3%
CC1CCN(C(=O)CNS(=O)(=O)c2ccc(Br)s2)CC1	5	6%	3%	-2%	4%[57.1 µM]	4%	0.0%	-6	-1%
Cc1ccc(CS(=O)(=O)Cc2ccc(C(=O)NCCc3ccc(Cl)cc3)o2)cc1	-2	-4%	-4%	2%	5%[57.1 µM]	17%	3.2%	4	-10%
